Assay outcomes as filed in PubChem BioAssay.
TSG101-PTAP inh: blocks PTAP/TSG101 interaction to inhibit HIV-1 budding | Q99816 | Fluorescence polarization, FITC-PTAP peptide / Tsg101 binding | Potency, µM (titrated, usually from 115 µM), for inactives: at the highest dose activity change, negative = inhibition, actives largely listed as inhibitors | 340,000 tested, under 10 active; active means well fitted inhibition curve with a large enough effect in the main read-out, with a control signal flat, not every such curve was filed as active; inconclusive means small, poorly fitted or top-dose-only effect, or effect the other way, or a change in a side signal; inactive means no such curve, though single readings can be large or run the other way; further: potency means the concentration at half of the fitted maximal effect; % of control where 0% means no effect
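FP read-out: FITC-PTAP peptide, 50 nM final, binding Tsg101 binding domain, 10 uM final; 20 min, r.t.; 10 mM HEPES pH 7.5, 0.15 M NaCl, 0.01% Tween 20, 3 mM EDTA, 0.1 mM TCEP.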
Giardia kill: kills Giardia lamblia; Giardia lamblia trophozoite viability; activity change, % at 7.66 µM, hits read low; actives 0.15% (n = 340,000); AID 540267; in the data active means activity change below about -80%; inconclusive means between about -30% and that limit;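 further: parasites exposed to compound for two days anaerobically before the ATP read; on the % scale 0 is the no-effect control and ±100 the full control effect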
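Killing of trophozoites was scored by loss of ATP luminescence after a 48 hrs anaerobic exposure to compounds at 37 deg C, using 100 cells per well.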
Chronic BCR inh: inhibitors of chronic active B-cell receptor signaling; ABC-DLBCL IkBa-CBG/CBR reporter, luminescence ratio, 4 h; Potency, µM (titrated, usually from 46.1 µM), for the others: at the highest dose ratio change, negative = lower green/red ratio, hits mostly inhibitors; actives 0.05% (n = 340,000); AID 493014; active means well fitted inhibition curve with a large enough effect in the signal ratio, with a control signal flat, not every such curve was filed as active; inconclusive means small, poorly fitted or top-dose-only effect, or effect the other way, or a change in a side signal; the % refers to the signal ratio;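 further: potency means the concentration at half of the fitted maximal effect; plate controls were basal doxycycline-induced cells for no effect and cells given 10 µM MG132 for full effect; MG132 reads +100%, hits lower the ratio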
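TMD8 human ABC-DLBCL cells with doxycycline-inducible IκBα–green luciferase fusion and unfused red luciferase, in 0.5% FBS medium; compounds up to 46 uM, 4 h at 37C. Green/red luminescence ratio, filter-overlap corrected, fitted to concentration-response curves.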
ASM inhibitor: blocks human secretory acid sphingomyelinase. Potency, µM (doses to about 57.5 µM), for the others: top-dose activity change, negative = inhibition, actives largely listed as inhibitors. placental ASM, HMU-PC fluorogenic substrate, 60 min. P17405. actives 0.006% (n = 340,000); further: potency means the concentration at half of the fitted maximal effect
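Fluorescence read-out (Ex 386 nm, Em 447 nm) after stopping the reaction at pH 10. Enzyme: ASM from human placenta; substrate HMU-PC0, 9 uM final; 60 min, 37 °C. Compound preincubation 10 min, ambient temperature.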
Coupling enz: coupling enzyme interference in Giardia aldolase counter-screen | coupling enzyme system counterscreen, AmpLite Red fluorescence | activity change, negative = inhibition, % at 58.2 µM, hits read low | actives 0.67% (n = 290,000) | AID 2472; in the data active means activity change below about -30%; further: on the % scale 0 is the no-effect control and ±100 the full control effect
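Counterscreen of the coupled detection system alone, without aldolase: glyceraldehyde-3-phosphate coupling enzymes plus AmpLite Red readout. Compounds at 57.5 uM final, 10 min RT preincubation, 20 min RT reaction, fluorescence 525/598 nm.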
PKM2 activator: activators of human pyruvate kinase M2 | Potency, µM (highest dose often 57.5 µM), inactives show at the highest dose activation, hits mostly activators | actives 0.34% (n = 260,000) | purified PKM2, Kinase-Glo ATP luminescence, activation; response scale: 0% is enzyme alone, no compound | AID 1631; further: potency means the concentration at half of the fitted maximal effect; on the % scale 0 is the no-effect control and ±100 the full control effect; nearly all actives have a fitted effect of over 55% in size
Target sequence (P14618 whole entry, looked up): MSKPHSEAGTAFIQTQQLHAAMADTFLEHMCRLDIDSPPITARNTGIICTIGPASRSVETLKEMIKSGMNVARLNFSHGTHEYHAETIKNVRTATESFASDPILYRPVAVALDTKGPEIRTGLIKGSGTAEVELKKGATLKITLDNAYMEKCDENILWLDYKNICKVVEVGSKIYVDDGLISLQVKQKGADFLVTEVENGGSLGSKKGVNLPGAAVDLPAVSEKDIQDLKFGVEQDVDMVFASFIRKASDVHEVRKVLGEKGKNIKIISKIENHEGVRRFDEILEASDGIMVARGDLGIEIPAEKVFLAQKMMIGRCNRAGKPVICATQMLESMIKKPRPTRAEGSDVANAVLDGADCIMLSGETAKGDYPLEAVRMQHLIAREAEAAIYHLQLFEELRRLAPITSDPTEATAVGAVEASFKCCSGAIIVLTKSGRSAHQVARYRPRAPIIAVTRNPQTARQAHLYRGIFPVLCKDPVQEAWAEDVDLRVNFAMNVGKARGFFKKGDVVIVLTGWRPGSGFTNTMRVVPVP
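Kinase-Glo luminescence reports ATP generated from ADP (0.1 mM) and PEP (0.5 mM) by purified hPK-M2 after 1 h at room temperature, pH 7.2 imidazole buffer; intermediate enzyme activity allows detecting inhibitors and activators.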
Integrin act MD: activators of alpha7 integrin expression for muscular dystrophy; alpha7betagal myoblasts, beta-gal FDG fluorescence, 48 h; Potency, µM (titrated, usually from 38.3 µM), inactives show at the highest dose activation, usual class: activators; actives 0.064% (n = 350,000); AID 624291;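 further: potency means the concentration at half of the fitted maximal effect; 100% = response of the positive control SU9516; nearly all actives have a fitted effect of over 60% in size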
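Alpha7betagal+/- myoblasts (passage 13) were plated 16-24 hr, then exposed to compounds (1:260 dilution of DMSO stock) for 48 hours at 37C. After MPER lysis, β-galactosidase reporter activity was read as FDG fluorescence (ex 480/em 540) after 30 minutes.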
B2AR arrestin: recruits beta-arrestin to the human beta2-adrenergic receptor | P07550 | beta-arrestin recruitment to beta2AR, cell-based reporter | Potency, µM (titrated, usually from 46.1 µM), for the others: at the top dose activation, hits mostly activators | actives 0.02% (n = 330,000);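 further: potency means the concentration at half of the fitted maximal effect; 0% = DMSO controls and full agonism = EC100 isoproterenol or metaproterenol; nearly all actives have a fitted effect of over 65% in size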
Target sequence (P07550 whole entry, looked up): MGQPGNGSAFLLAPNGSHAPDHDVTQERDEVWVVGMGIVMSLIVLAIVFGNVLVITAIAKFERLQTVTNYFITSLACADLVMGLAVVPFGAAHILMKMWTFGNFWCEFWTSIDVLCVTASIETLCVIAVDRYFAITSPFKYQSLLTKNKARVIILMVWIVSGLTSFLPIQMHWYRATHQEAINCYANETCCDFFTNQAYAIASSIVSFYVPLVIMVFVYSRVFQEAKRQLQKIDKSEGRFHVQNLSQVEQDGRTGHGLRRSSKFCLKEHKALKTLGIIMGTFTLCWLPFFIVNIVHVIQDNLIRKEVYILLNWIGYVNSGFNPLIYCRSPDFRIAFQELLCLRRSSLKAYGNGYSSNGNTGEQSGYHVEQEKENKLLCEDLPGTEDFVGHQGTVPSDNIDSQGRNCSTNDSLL
GALK inhibitor: inhibitors of human galactokinase | Purified GALK, Kinase-Glo residual ATP luminescence | Potency, µM (highest dose often 57.5 µM), inactives show at the top dose activity change, negative = inhibition, hits mostly inhibitors | actives 0.007% (n = 270,000); further: potency means the concentration at half of the fitted maximal effect; on the % scale 0 is the no-effect control and ±100 the full control effect
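Kinase-Glo Plus luminescence measured ATP left after a 1 h room-temperature reaction. The reaction used 5 nM GALK, 100 uM galactose and 35 uM ATP at pH 8.0 (20 mM HEPES, 5 mM MgCl2, 60 mM NaCl, 1 mM DTT, 0.01% BSA).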
Menin-MLL TR inh: displaces Texas Red mutant MLL peptide from human menin. Menin + Texas Red MLL mutant peptide, fluorescence polarization. Potency, µM (series often up to 61.6 µM), for the others: at the highest dose FP activity change, negative = inhibition, hits mostly inhibitors. actives 0.23% (n = 270,000); active means well fitted inhibition curve with a large enough effect in the polarisation, with a control signal flat, not every such curve was filed as active; inconclusive means small, poorly fitted or top-dose-only effect, or effect the other way, or a change in a side signal; inactive means no such curve, though single readings can be large or run the other way; the % refers to the polarisation; further: potency means the concentration at half of the fitted maximal effect; % of control where 0% means no effect; many of its hits are not listed in these tables
Tb PFK block: inhibitors of T. brucei phosphofructokinase | O15648 | T. brucei PFK, ADP-Glo luminescence | Potency, µM (titrated, usually from 57.5 µM), for inactives: at the top dose activity, negative = inhibition, usual class: inhibitors | actives 0.17% (n = 330,000);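 further: potency means the concentration at half of the fitted maximal effect; 0% = uninhibited 1x PFK enzyme wells and -100% = no-enzyme wells; nearly all actives have a fitted effect of over 60% in size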
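Luminescent ADP detection (ADP-Glo, two-step: ATP depletion then ADP-to-ATP conversion for luciferase) reported PFK activity after 45 min room-temperature reaction of 1.25 nM enzyme with 0.5 mM F6P and 0.1 mM ATP at pH 8.0.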
Starred values were filed as active, the others as inactive; ? = inconclusive; . = not tested or not shown; & = joins results of further samples; [ ] = remark or other dose. Unless noted, the call rests on the fitted dose curve; in most records, active means well fitted curve in the direction sought with a large enough effect; inconclusive means small, poorly fitted or top-dose-only effect, or another doubt; inactive means no such curve, though single readings can be large; an effect the other way counts as inactive or inconclusive. Some of the compounds tested, so the mix of outcomes need not match the whole.

SMILES	TSG101-PTAP inh	Giardia kill	Chronic BCR inh	ASM inhibitor	Coupling enz	PKM2 activator	Integrin act MD	B2AR arrestin	GALK inhibitor	Menin-MLL TR inh	Tb PFK block
CC(=O)c1ccc(N2CCN(C(=O)Nc3ccc(Cl)cc3)CC2)cc1	0%	5	7%	-8%	2	-12%	22%	0.1%	-1%	-15%	-6%
Cc1ccc(-c2nn(CC(=O)NC(C)c3ccccc3)c(=O)c3ccccc23)cc1 (stereo not given)	-2%	10	-7%	-3%	-1	2%	-13%	0.3%	.	-18%	-1%
O=C(Nc1ccccc1)Nc1ccc(C(=O)N2CCOCC2)cc1	-3%	-24	0%	5%	2	-32%	12%	-0.2%	4%	-1%	-15%
COCCNC(=O)C1CC(c2ccc([N+](=O)[O-])cc2)=NO1 (stereo not given)	-2%	11	-2%	3%	4	-4%	29%	-0.1%	-2%	-11%	0%
CC1CCc2nc(NC(=O)c3ccc(N4C(=O)CCC4=O)cc3)sc2C1 (stereo not given)	-2%	-13	-1%	-2%	.	-1%	5%	0.1%	4%	.	0%
CCCCC1S/C(=N/N=C/c2ccco2)NC1=O (stereo not given)	-2%	-9	0%	4%	-1	3%	-6%	0.1%	-1%	5%	-1%
CC(=O)c1c(C)n(-c2ccc(C)cc2)c2ccc(O)cc12	3%	-10	-1%	-1%	5	1%[11.5 µM]	12%	0.0%	-2%	11%	0%
COC(=O)N/N=C(\C)c1ccc2ccccc2c1OC(F)F	-3%	-15	-6%	-1%	0	-3%	6%	-0.5%	-3%	-16%	0%
NC1=NC2(CCCCC2)N(c2cccc(Cl)c2)C(N)=N1	-8%	-1	1%	0%	1	-3%	1%	-0.2%	-1%	15%	-6%
COc1cccc(-c2nn(C)c3sc(C(=O)NCc4ccc(C)cc4)cc23)c1	-4%	-4	13%	-18%	0	-1%	-6%	-0.9%	4%	0%	0%
Cc1cc(C)cc(OC(=O)CCN2C(=O)C3C4C=CC(C5CC45)C3C2=O)c1 (stereo not given)	0%	-3	1%	5%	2	-5%	0%	-0.2%	5%	?	0%
CCc1c(C)nc2ccc(Br)cc2c1SCCC#N	-5%	10	0%	0%	5	0%	21%	0.0%	0%	1%	-1%
COc1cccc(/C=N/NC(=O)c2nnn(-c3nonc3N)c2C(C)C)c1	-5%	-14	?	-17%	-5	.	16%	0.2%	6%	?	0%
CCC(C)[C@@H](C(=O)Nc1ccc(OC)c(OC)c1)N1Cc2ccccc2C1=O (stereo not given in full)	-12%	-11	?	-7%	-10	4%	12%	0.4%	2%	-5%	0%
COc1ccc(CC(=O)Oc2ccccc2C)cc1S(=O)(=O)N1CCOCC1	0%	-8	4%	4%	.	.	16%	0.3%	.	.	2%
COc1ccc(-c2nnc3ccc(SC)nn23)cc1	.	-3	-13%	3%	2	-4%	-4%	0.0%	0%	?	-2%
CCc1noc(C)c1C(=O)OCC(=O)c1ccccc1OC	-2%	0	0%	-1%	1	1%	10%	0.3%	2%	-2%	3%
COc1ccc(-c2n[nH]c(=S)n2C2CCCCC2)cc1	-2%	-6	-1%	-4%	0	-3%	-17%	-0.1%	-2%	-2%	8%
CC1(C)Cc2c(sc3c2c(=O)n(-c2cccc(Cl)c2)c(=O)n3CC(N)=O)CO1	-2%	-25	-4%	0%	0	-2%	-13%	-0.1%	.	.	2%
COc1ccc(CC(=O)NCc2nn(-c3ccccc3)nc2C)cc1OC	-2%	13	4%	2%	2	?	-2%	-0.6%	.	.	3%

A few values from the list.
CCC(C)[C@@H](C(=O)Nc1ccc(OC)c(OC)c1)N1Cc2ccccc2C1=O (stereo not given in full) in TSG101-PTAP inh is entered as -12%
COc1ccc(-c2nnc3ccc(SC)nn23)cc1 in Integrin act MD is entered as -4%
COc1ccc(CC(=O)Oc2ccccc2C)cc1S(=O)(=O)N1CCOCC1 in Tb PFK block is entered as 2%
CCc1noc(C)c1C(=O)OCC(=O)c1ccccc1OC in Menin-MLL TR inh is entered as -2%
CC1(C)Cc2c(sc3c2c(=O)n(-c2cccc(Cl)c2)c(=O)n3CC(N)=O)CO1 in Tb PFK block is entered as 2%

Entries of single compounds as entered above. Values in the order: TSG101-PTAP inh	Giardia kill	Chronic BCR inh	ASM inhibitor	Coupling enz	PKM2 activator	Integrin act MD	B2AR arrestin	GALK inhibitor	Menin-MLL TR inh	Tb PFK block
`CCc1c(C)nc2ccc(Br)cc2c1SCCC#N` is listed with -5%	10	0%	0%	5	0%	21%	0.0%	0%	1%	-1%
`COc1ccc(CC(=O)Oc2ccccc2C)cc1S(=O)(=O)N1CCOCC1` is listed with 0%	-8	4%	4%	.	.	16%	0.3%	.	.	2%

Remaining list, next part
SMILES	TSG101-PTAP inh	Giardia kill	Chronic BCR inh	ASM inhibitor	Coupling enz	PKM2 activator	Integrin act MD	B2AR arrestin	GALK inhibitor	Menin-MLL TR inh	Tb PFK block
CCOC(=O)CSc1nc2sccc2c(=O)[nH]1	-5%	-10	9%	3%	3	-6%	-23%	-0.1%	0%	-9%	2%
CC(C)Cn1c(=O)c(CCC(=O)Nc2ccc(N3CCOCC3)cc2)nc2cc(Cl)ccc21	2%	28	?	-1%	-12	.	14%	-0.1%	-13%	-8%	2%
COc1ccc(NC(=O)c2ccc(-c3ccc(C(C)=O)cc3)o2)cn1	-8%	-10	-6%	-3%	.	.	?	0.1%	.	.	5%
N/C(=N\OC(=O)c1ccc2c(c1)OCO2)c1ccncc1	-2%	-2	?	0%	3	-25%	?	-0.8%	2%	.	-16%
CC(C)CN(C(=O)CSc1ncnc2sccc12)C1CCS(=O)(=O)C1 (stereo not given)	-9%	-5	-7%	-2%	.	.	7%	-0.1%	.	.	-2%
CCOC(=O)C1(Cc2cccc(OC)c2)CCCN(S(=O)(=O)CC)C1 (stereo not given)	1%	1	0%	2%	-3	-2%	0%	-0.4%	2%	-11%	-2%
N#CCC(=O)Nc1ncc(Cc2ccccc2Cl)s1	-5%	-5	-16%	-1%	-2	1%	-8%	-0.5%	7%	?	-5%
O=C(NCc1ccncc1)C1=NN(c2ccccc2)C(=O)CC1	-5%	-13	1%	4%	-2	-2%	0%	0.1%	7%	4%	3%
C=CCn1c(SCC(=O)NC(=O)c2cccn2C)nc2ccccc2c1=O	-1%	-13	-2%	8%	1	0%	0%	0.0%	-4%	0%	-4%
CCS(=O)(=O)Nc1cc(-c2nc3cccnc3s2)ccc1C	-3%	7	?	56%[activator]	-1	-6%	0%	0.0%	2%	-16%	-7%
COc1cc(C(=O)Nc2ccc(S(=O)(=O)Nc3cc(C)nc(C)n3)cc2)cc(OC)c1OC	-6%	11	-9%	3%	3	2%	11%	0.2%	5%	1%	3%
O=C(NCCCNCc1ccccc1)c1ccccn1	-4%&0%	-3&-10	0%	-1%&0%	1	-5%	11%&-1%	-0.2%	8%	4%	-2%
COC(CNC(=O)c1ccc(N2CCc3ccccc32)c([N+](=O)[O-])c1)OC	1%	-6	-5%	-4%	-13	-2%	-11%	0.3%	-2%	-13%	-3%
O=C(CSC1=NS(=O)(=O)c2cc(F)ccc2N1)Nc1ccc(F)cc1	-4%	6	0%	-2%	.	.	-7%	0.0%	.	.	-12%
CCc1c(C)n2nc(C)cc2[nH]c1=O	0%	11	1%	-1%	0	-5%	33%	-1.1%	1%	12%	-5%
Cc1nc2nc(C)c(CCC(=O)NC(C)c3ccc4c(c3)OCCO4)c(C)n2n1 (stereo not given)	-1%	2	-4%	0%	1	1%	-1%	-0.3%	2%	3%	1%
Cc1nnc(SCC(C)C)[nH]c1=O	-2%	9	2%	0%	-1	8%	-5%	0.2%	-2%	-18%	7%
COc1cccc(NC(=O)C2CC(=O)N/C(=N/NC(=O)c3ccc(C)cc3)S2)c1 (stereo not given)	-5%	-13	1%	-4%	4	1%	31%	0.4%	1%	.	0%
O=C(N/N=C/c1cccnc1)c1ccccc1Br	0%	-4	?	3%	0	0%	-1%	-0.8%	0%	13%	-5%
COc1ccc2[nH]c(C)c(CCN(Cc3cccs3)C(=S)Nc3cccc(F)c3)c2c1	-5%	-8	16%	-6%	-43*	16%	-36%	-0.4%	0%	?	3%
CC(C)(C)c1ccc(C(=O)NNC(=O)CNC(=O)c2cccs2)cc1	-2%	-3	1%	0%	.	.	11%	-1.1%	.	.	21%
